Casp1 inh: allosteric or competitive inhibitors of human caspase-1; Potency, µM (highest dose often 57.5 µM), inactives show at the top dose activity change, negative = inhibition, usual class: inhibitors; P29466; Caspase-1 enzyme, Ac-WEHD-AFC fluorogenic rate; AID 900; 75,000 compounds, 0.03% hits;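 further: potency means the concentration at half of the fitted maximal effect; plate controls were vehicle for no effect and no substrate for full effect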
Target sequence (P29466 120-297 limits assumed): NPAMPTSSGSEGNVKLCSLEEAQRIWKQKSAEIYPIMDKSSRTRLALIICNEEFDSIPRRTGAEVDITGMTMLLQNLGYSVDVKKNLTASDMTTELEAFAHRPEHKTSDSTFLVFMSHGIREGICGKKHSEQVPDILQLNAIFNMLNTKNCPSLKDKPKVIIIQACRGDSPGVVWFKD
Target sequence (P29466 317-404 limits assumed): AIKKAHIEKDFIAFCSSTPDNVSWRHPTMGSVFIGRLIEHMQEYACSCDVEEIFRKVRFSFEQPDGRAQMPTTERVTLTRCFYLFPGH
CRE-bla Fsk: alters forskolin-stimulated CRE reporter signaling in CHO cells. CHO CRE-bla reporter (cAMP response element driving beta-lactamase), forskolin EC10, beta-lactamase ratio. Potency, µM (series often up to 38.2 µM), for the others: at the highest dose activity change, negative = inhibition, most hits filed as activators. 71,000 compounds, 2.5% hits; active means well fitted activation curve with a large enough effect in the signal ratio, with a control signal flat, not every such curve was filed as active; inconclusive means small, poorly fitted or top-dose-only effect, or effect the other way, or a change in a side signal; the % refers to the signal ratio; further: potency means the concentration at half of the fitted maximal effect; % of control where 0% means no effect
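Modulation of forskolin-driven signalling is measured in CHO cells carrying a CRE-controlled beta-lactamase reporter. Cells are stimulated with EC10 NKH 477 in the presence of titrated compound for 3 h at 37 °C, then loaded with CCF4 for 2 h at room temperature.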
BRCT inh green: BRCA1 BRCT-phosphoprotein interaction inhibition. P38398. BRCA1 BRCT-phosphopeptide binding, green fluorescence polarization. 75,000 compounds, 0.05% hits. AID 875. Potency, µM (top dose mostly 76.9 µM), without a hit: at the highest dose activity change, negative = inhibition, hits mostly inhibitors;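 further: potency means the concentration at half of the fitted maximal effect; plate controls were peptide without protein for full effect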
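Compounds were incubated for 12 min at room temperature with a complex of 100 nM fluorescein-tagged pBACH1 decapeptide and 250 nM His-tagged BRCT protein. Buffer was phosphate pH 7.3 with EDTA, DTT and Tween 20. Disruption of binding lowers the polarization signal.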
BRCT inh red: disrupts BRCA1 BRCT binding to phosphoprotein, red fluorophore readout; BRCT-phosphopeptide binding, red fluorescence polarization; Potency, µM (titrated, usually from 76.9 µM), for inactives: at the highest dose activity change, negative = inhibition, usual class: inhibitors; 75,000 compounds, 0.03% hits; further: on the % scale 0 is the no-effect control and ±100 the full control effect
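Rhodamine-labelled pBACH1 10-mer (100 nM) bound to BRCT domain (100 nM) at pH 7.3; compounds incubated 12 min room temperature, polarization read. Free peptide defines full inhibition; unlabelled decapeptide titrated as control.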
A350 fluor: compound fluoresces in the Alexa 350 spectral region; Compound autofluorescence, 340/450 nm, Alexa 350 dye-equivalents; active compounds read high; max dye-equivalent concentration, M; 59,000 compounds, 11% hits; in the data active means max dye-equivalent concentration above about 10 nM; inconclusive means mostly about 1.1 nM to 9.6 nM
USP2a inhib: inhibitors of human ubiquitin-specific protease USP2a | O75604 | USP2a enzymatic assay, qHTS inhibition | Potency, µM (top dose mostly 38.3 µM), for inactives: at the highest dose activity change, negative = inhibition, most hits filed as inhibitors | 60,000 compounds, 0.1% hits;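 further: potency means the concentration at half of the fitted maximal effect; nearly all actives have a fitted effect of over 60% in size; plate controls were DMSO for no effect and NEM full inhibition control for full effect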
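USP2 core (20nM final) preincubated 30 min RT with compound, then Ub-PLA2 20nM and NBD C6-HPC 20uM final added; buffer 20mM Tris-HCl pH 8.0, 2mM CaCl2. Fluorescence Ex 460/Em 535 read at 0 and 2.5 h; normalized to NEM.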
Casp7 inh: blocks human caspase-7 allosterically or competitively; 75,000 compounds, 0.02% hits; recombinant caspase-7, Ac-DEVD-AFC fluorescence rate; Potency, µM (titrated, usually from 57.5 µM), without a hit: top-dose activity change, negative = inhibition, actives largely listed as inhibitors; P55210; active means well fitted inhibition curve with a large enough effect in the main read-out, with a control signal flat, not every such curve was filed as active; inconclusive means small, poorly fitted or top-dose-only effect, or a change in a side signal; further: potency means the concentration at half of the fitted maximal effect; % of control where 0% means no effect
FLuc inh: blocks Photinus pyralis firefly luciferase activity | P08659 | Potency, µM (titrated, usually from 57.1 µM), without a hit: top-dose activity change, negative = inhibition, usual class: inhibitors | purified firefly luciferase, luminescence, 8 min | AID 411 | 72,000 compounds, 2.2% hits; further: potency means the concentration at half of the fitted maximal effect; on the % scale 0 is the no-effect control and ±100 the full control effect; nearly all actives have a fitted effect of over 40% in size
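Inhibition of light generation by firefly luciferase from ATP and luciferin was profiled with concentration-response curves per sample, ATP held at 10 uM within the enzyme's linear range. Plates were read by luminescence after an 8-minute ambient incubation.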
ERK AVP inh: blocks ERK signaling stimulated by vasopressin; HEK293-V1b, vasopressin-stimulated pERK AlphaScreen; Potency, µM (highest dose often 57.5 µM), inactives show at the highest dose activity, negative = inhibition, most hits filed as inhibitors; 72,000 compounds, 0.99% hits; AID 995; further: potency means the concentration at half of the fitted maximal effect; on the % scale 0 is the no-effect control and ±100 the full control effect; nearly all actives have a fitted effect of over 55% in size
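HEK293 cells stably expressing V1b receptor, seeded overnight in 1% FBS, were treated with compounds for 30 min at 37C, then stimulated 5 min with 25 nM vasopressin; phospho-ERK read by AlphaScreen SureFire after lysis.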
HEK293 cAMP cs: counter-screen for TSHR agonists: cAMP increase in parental HEK293 | AID 938 | parental HEK293 CNG cAMP sensor, membrane potential fluorescence | Potency, µM (doses to about 57.1 µM), for the others: at the top dose activation, usual class: activators | 73,000 compounds, 2.5% hits; further: potency means the concentration at half of the fitted maximal effect; % of control where 0% means no effect; nearly all actives have a fitted effect of over 55% in size
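Counterscreen for endogenous-receptor signalling: CNG-channel HEK 293 cells report cAMP rise by membrane depolarization. After 60 min dye equilibration with 100 uM RO 20-1724, compounds incubated 30 min before bottom-read fluorescence at 590 nm.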
Tau filament bind: tau filament binding; P10636; recombinant tau filaments, thioflavin S fluorescence, 15 h; filaments grown with octadecylsulfate alongside compound; Potency, µM (top dose mostly 57.1 µM), for inactives: at the highest dose activity change, negative = inhibition; 71,000 compounds, 2% hits; AID 596;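 further: potency means the concentration at half of the fitted maximal effect; on the % scale 0 is the no-effect control and ±100 the full control effect; actives lower thioflavin S fluorescence by blocking filaments or displacing dye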
Target sequence (P10636 whole entry, looked up): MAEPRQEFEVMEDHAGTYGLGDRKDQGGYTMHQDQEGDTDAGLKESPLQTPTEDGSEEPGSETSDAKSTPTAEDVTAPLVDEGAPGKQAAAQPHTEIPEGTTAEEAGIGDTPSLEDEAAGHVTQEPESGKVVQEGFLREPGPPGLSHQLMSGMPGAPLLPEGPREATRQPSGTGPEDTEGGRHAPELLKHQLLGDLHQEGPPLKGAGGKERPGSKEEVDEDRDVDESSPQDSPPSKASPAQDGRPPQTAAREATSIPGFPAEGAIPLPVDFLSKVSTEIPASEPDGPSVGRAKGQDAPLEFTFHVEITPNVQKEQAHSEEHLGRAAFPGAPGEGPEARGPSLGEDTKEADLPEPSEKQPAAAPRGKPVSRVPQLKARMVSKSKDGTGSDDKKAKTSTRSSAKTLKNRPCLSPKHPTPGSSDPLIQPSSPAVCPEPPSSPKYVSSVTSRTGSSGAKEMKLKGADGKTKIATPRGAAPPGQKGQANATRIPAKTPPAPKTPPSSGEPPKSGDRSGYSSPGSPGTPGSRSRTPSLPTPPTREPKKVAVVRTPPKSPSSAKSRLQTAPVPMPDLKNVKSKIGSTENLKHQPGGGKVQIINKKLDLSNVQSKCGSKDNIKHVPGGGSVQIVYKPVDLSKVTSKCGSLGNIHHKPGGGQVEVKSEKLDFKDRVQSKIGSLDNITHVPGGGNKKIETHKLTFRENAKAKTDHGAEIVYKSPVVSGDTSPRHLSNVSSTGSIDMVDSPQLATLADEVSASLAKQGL
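His-tagged recombinant human tau (exons 2, 3 and 10 included), 1 uM, was induced to fibrillize by 30 uM sodium octadecylsulfate with compound present. After 15 h at 37 C, thioflavine S fluorescence (ex 450, em 510 nm) was read.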
* marks the source's active call; other numbers are inactive results; i = inactive; u = inconclusive; x = not tested or not shown; [ ] = dose if it differs, or a comment. Unless noted, the call rests on the fitted dose curve; in most records, active means well fitted curve in the direction sought with a large enough effect; inconclusive means small, poorly fitted or top-dose-only effect, or another doubt; inactive means no such curve, though single readings can be large; an effect the other way counts as inactive or inconclusive. The order is random; 16% or so of the library scored in one or more.

Order of results: Casp1 inh	CRE-bla Fsk	BRCT inh green	BRCT inh red	A350 fluor	USP2a inhib	Casp7 inh	FLuc inh	ERK AVP inh	HEK293 cAMP cs	Tau filament bind
> CCOc1cc(C2C3=C(CCCC3=O)N(C)C3=C2C(=O)CCC3)cc(Cl)c1O
→ u	14%	-2.0%	-0.6%	1.3e-08M*	4%	-15%	3%	-12%	12%	10%
> COc1ccc(-n2c(Cn3c(=O)sc4ccccc43)nnc2SCC(N)=O)cc1
→ -1%	-1%	-1.1%	1.1%	x	x	-1%	2%	-4%	6%	-18%
> COc1ccc(CCn2nnnc2C(c2ccc(C)cc2)N2CCN(C)CC2)cc1OC (stereo unspecified)
→ u	2%	-0.2%	-0.3%	u	x	-8%	-6%	-16%	12%	6%
> CCOC(=O)C(C)(C)Sc1ncnc2nc[nH]c12
→ 0%	1%	-0.7%	-0.5%	i	2%	3%	-1%	-2%	0%	-8%
> CC(C)(Sc1cc(C(C)(C)C)c(O)c(C(C)(C)C)c1)Sc1cc(C(C)(C)C)c(O)c(C(C)(C)C)c1
→ -1%	-3%[17.1 µM]	-6.3%[3.08 µM]	-1.9%	i	11%	1%	0%[25.5 µM]	12%	5%[25.6 µM]	23%[25.6 µM]
> C(=N\n1cnnc1)/c1ccccc1OCCOc1ccccc1
→ 0%	18%	-1.2%	1.6%	x	9%	-2%	-2%	-16%	30%	9%
> Cc1ccc(-c2[nH]nc3c2C(c2ccccc2OC(=O)N2CCOCC2)C(C#N)=C(N)O3)cc1 (stereo unspecified)
→ -3%	-10%	-5.8%	-0.9%	i	26%	0%	1%	-24%	2%	-2%
> CC(=O)c1ccc(NC(=O)CSc2nnc(Cc3cccn3C)n2-c2ccc(F)cc2)cc1
→ 2%	-10%	-0.8%	-1.1%	x	x	-4%	2%	-19%	-5%	41%
> CCOc1cc(N2C(=O)CC3CS(=O)(=O)CC32)c(OCC)cc1NC(=O)c1ccccc1 (stereo unspecified)
→ 0%	19%	-2.0%	0.3%	u	11%	-1%	1%	21%	2%	6%
> O=C(O)C1OC(O)C(O)C(O)C1O (stereo unspecified)
→ -1%	x	-3.3%	0.3%	x	x	1%	x	17%	x	x
> O=C(CSc1ccccc1C(=O)O)NCc1ccco1
→ 0%	-10%	-0.7%	-2.3%	i	-8%	6%	-36%	13%	0%	11%
> Cc1cc(C)n2nc(C(=O)Oc3ccc4c(c3)OCO4)nc2n1
→ 0%	u	-2.0%	1.3%	i	-4%	-1%	2%	2%	u	-11%
> CC(C)CCNC(=O)CN(Cc1ccc2c(c1)OCO2)C(=O)Cn1nnc(-c2cccs2)n1
→ -1%	u	-1.1%	0.7%	i	0%	1%	2%	-6%	15%	-8%
> c1ccc2c(c1)CCN(c1nc3cc4c(cc3s1)OCO4)C2
→ -7%	10%	-4.9%	-3.0%	1.7e-08M*	19%	-25%	4µM*	-8%	-14%	1%
> CN1CCN(c2ccc(NC(=O)c3cccc(OCc4ccccc4)c3)cc2)CC1
→ 2%	-2%	-1.1%	0.1%	i	51%[activator]	1%	-19%	u	-20%	7.9µM*
> O=[N+]([O-])c1cccc(Cl)c1Cl
→ -7%	-19%	-0.6%	3.0%	x	x	-1%	x	-3%	7%	4%
> Cc1nc2ccc(S(=O)(=O)N(C)CC(=O)N3CCc4ccccc43)cc2s1
→ -2%	-22%	-0.3%	0.6%	i	23%	0%	-2%	-21%	u	-9%
> O=C(Cn1cnc2c(nnn2-c2cccc(Cl)c2)c1=O)N1CCOCC1
→ -4%	-4%	-1.4%	-4.3%	x	x	2%	1%	x	-2%	1%
> c1ccc2oc(SCc3nc4ccccc4s3)nc2c1
→ -11%	16%	0.2%	1.6%	u	1%	-5%	16µM*	28%	u	-20%
> O=C(NCc1ccco1)c1cnn2c(C(F)F)cc(-c3ccccc3)nc12
→ -1%	u	-1.9%	-0.8%	2e-07M*	2%	u	4%	-24%	u	-15%
> CCOC(=O)N1CCC(NC(=O)CS(=O)Cc2nc(-c3ccc(OC)c(OC)c3)oc2C)CC1 (stereo unspecified)
→ 0%	u	-0.3%	-1.0%	i	13%	1%	-2%	20%	-7%	4%
> CCCCCC(=O)Nc1ccc(N2CCN(C(=O)c3ccccc3)CC2)cc1
→ -1%	u	0.3%	-0.6%	i	19%	-2%	1%	-18%	-6%	-28%
> COC(=O)C(C(=O)Nc1cc(C)on1)C1CCCCCC1 (stereo unspecified)
→ -2%	-8%	-0.9%	1.1%	i	4%	0%	1%	-3%	25%	-9%
> CCOC(=O)C1(c2ccccc2)NC(c2ccc(N(C)C)cc2)C2C(=O)N(C)C(=O)C21 (stereo unspecified)
→ -1%	-4%	-2.6%	0.5%	i	-1%	1%	0%	0%	-9%	9%
> CC1CN(c2nc3c(c(=O)n(C)c(=O)n3C)n2Cc2c(F)cccc2Cl)CC(C)O1 (stereo unspecified)
→ -2%	1%	-1.1%	-0.8%	i	10%	0%	2%	0%	17%	2%
> COc1ccccc1-c1nc(NC(C)=O)n[nH]1
→ 0%	u	-4.1%	0.5%	i	5%	0%	-4%	-14%	1%	-2%
> Cc1ccc(C(=O)NC2CCCCCC2)o1
→ 1%	-7%	-1.7%	-1.3%	i	-11%	-1%	-10%	1%	6%	-5%
> CCc1ccc(NC(=O)N(CCCN2CCOCC2)C(C)c2cc3cccc(OC)c3o2)cc1 (stereo unspecified)
→ 1%	u	-1.6%	-3.5%	i	39%[activator]	-1%	-3%	10%	13%	-3%
> O=C(CSc1nnc(-c2ccco2)o1)NC(=O)Cc1ccccc1
→ -1%	-9%	-3.6%	0.0%	i	-1%	0%	0%	-20%	-3%	9%
> Cc1nc(NCC2CCCO2)nc2c1C(=O)CC(C)(C)C2 (stereo unspecified)
→ 0%	16%	-3.1%	-0.2%	i	10%	0%	3%	-6%	0%	-7%
> CCN(CC(=O)Nc1ccc2c(c1)CCC2)Cc1nc2ccccc2c(=O)[nH]1
→ -5%	u	5.0%	-1.4%	i	18%	-3%	-1%	u	u	0%
> CS(=O)(=O)N(CC(=O)O)c1ccc(Oc2ccccc2)cc1
→ -2%	25%	0.7%	0.0%	i	4%	-2%	4%	4%	2%	20%
> Cc1cc(C)nc(SC2CCCCC2O)n1 (stereo unspecified)
→ -1%	-11%	-1.6%	-0.4%	u	3%	2%	0%	7%	4%	-1%
> O=C(COC(=O)COc1ccccc1)Nc1ccccc1OC(F)F
→ -1%	1%	-0.6%	-1.1%	i	-1%	0%	5%	6%	6%	-3%
> COc1ccc(CCNC(=O)Cn2cnc3c(cnn3-c3ccccc3Cl)c2=O)cc1OC
→ 1%	-2%	-4.7%	-0.5%	i	46%[activator]	-3%	3%	-7%	-2%	1%
> COc1ccc(OCc2nnc(SC(C)C(=O)Nc3nccs3)n2-c2ccccc2)cc1 (stereo unspecified)
→ -2%	-5%	0.0%	0.6%	i	26%	-1%	4%	u	16%	-4%
> CCCc1nnc(NC(=O)C2CCCO2)s1 (stereo unspecified)
→ 0%	1%	-1.9%	-0.4%	i	-3%	-1%	1%	-29%	4%	-5%
> Cc1ccc(Nc2nc(N)nc(CSc3nccn3C)n2)cc1
→ 0%	5%	-2.3%	-0.9%	i	2%	2%	20µM*	-25%	0%	-6%
> CCOC(=O)N/N=C1/C[C@@H](O)[C@@H](O)[C@@H]2[C@@H]3C(=O)N([C@@H](C)c4ccccc4)C(=O)[C@H]3CC[C@H]12
→ -3%[11.5 µM]	x	-2.1%[15.4 µM]	2.5%[15.4 µM]	x	x	2%[11.5 µM]	0%[11.4 µM]	-8%[11.5 µM]	4%[11.4 µM]	x
> CC(=O)Nc1sc2c(c1C#N)CCCCC2
→ -1%	u	-0.1%	0.7%	i	1%	0%	-2%	15%	9%	4%
> Clc1c(CSc2nc3ccccc3o2)nc2sccn12
→ -3%	u	1.0%	-2.5%	i	6%	-6%	-14%	-2%	32µM*	26%
> CC(C)N(Cc1nc(-c2ccccc2)no1)C(=O)c1ccc(Cl)cc1
→ -3%	u	-0.9%	-0.1%	x	x	-5%	4%	u	u	-9%
> Cc1cc(C)nc(SCc2csc(N)n2)n1
→ 0%	u	-0.3%	1.3%	x	-2%[7.66 µM]	1%	2%	-23%	3%[11.4 µM]	14%[11.4 µM]
